High-throughput results as filed in PubChem.
Tau ThT inhib: blocks human tau fibril formation measured by thioflavin T | 270,000 tested, 2.1% active | P10636 | AID 1460 | recombinant tau K18 P301L (four-repeat tau fragment), heparin-induced fibrillization, ThT fluorescence | Potency, µM (highest dose often 57.4 µM), for inactives: at the top dose activity, negative = inhibition, hits mostly inhibitors; note: nearly all actives have a fitted effect of over 55% in size
Target sequence (P10636 561-689 P618L limits assumed): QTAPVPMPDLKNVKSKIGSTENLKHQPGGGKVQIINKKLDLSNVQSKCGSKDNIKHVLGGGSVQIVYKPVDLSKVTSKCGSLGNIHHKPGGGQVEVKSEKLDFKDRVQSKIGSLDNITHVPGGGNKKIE
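Tau K18 P301L fragment (15 uM unlabeled plus 0.24 uM Alexa 594-labeled) in 100 mM sodium acetate pH 7 with compound, fibrillization induced by 20 uM heparin for 6 hr at 37 C. Thioflavin T (30 uM) added, fluorescence read after 1 hr (ex 450, em 510 nm).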
TRb-SRC2 inh: disrupts binding of human TR beta to SRC2; P10828; TRbeta-SRC2 peptide binding, fluorescence polarization; receptor liganded with 1 µM T3; Potency, µM (series often up to 106 µM), for the others: at the top dose activity change, negative = inhibition, actives largely listed as inhibitors; 280,000 tested, 0.065% active; AID 1469;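 note: plate controls were bound peptide for no effect and peptide without receptor for full effect; nearly all actives have a fitted effect of over 50% in size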
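Decrease in fluorescence polarization of 20 nM Texas Red SRC2 coactivator peptide flagged inhibition of its binding to 0.6 uM TRb LBD; 1 uM T3 included, incubation 5 hr, ex 555/em 632 nm.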
TR SRC2 fluor cs: Texas Red fluorescence interference in TRb-SRC2 counter-screen. TRb/SRC2 Texas Red total fluorescence interference. Potency, µM (series often up to 106 µM), for the others: at the highest dose fluorescence change, negative = quenching. 280,000 tested, 0.29% active; active = well fitted curve in either direction with a large enough effect; inconclusive = small, poorly fitted or top-dose-only effect
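Flags fluorescent or light-absorbing compounds by total fluorescence, S + 2P, at 555 nm excitation and 632 nm emission. Mixture: 20 nM Texas Red SRC2 peptide, 0.6 uM human TRb LBD, 1 uM T3, 5% DMSO; compound exposure 5 h at ambient temperature.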
RGS12 GoLoco inh: inhibitors of human Gai1-RGS12 GoLoco interaction (red fluorophore); Potency, µM (highest dose often 61.6 µM), inactives show at the highest dose activity, negative = inhibition, most hits filed as inhibitors; Gai1:RGS12 GoLoco peptide FP, rhodamine, 10 min; 230,000 tested, 0.44% active; P63096; active = well fitted inhibition curve with a large enough effect, not every such curve was filed as active; inactive = no such curve, though single readings can be large or run the other way; note: nearly all actives have a fitted effect of over 30% in size; many of its hits are not listed in these tables
Target sequence (P63096 whole entry, looked up): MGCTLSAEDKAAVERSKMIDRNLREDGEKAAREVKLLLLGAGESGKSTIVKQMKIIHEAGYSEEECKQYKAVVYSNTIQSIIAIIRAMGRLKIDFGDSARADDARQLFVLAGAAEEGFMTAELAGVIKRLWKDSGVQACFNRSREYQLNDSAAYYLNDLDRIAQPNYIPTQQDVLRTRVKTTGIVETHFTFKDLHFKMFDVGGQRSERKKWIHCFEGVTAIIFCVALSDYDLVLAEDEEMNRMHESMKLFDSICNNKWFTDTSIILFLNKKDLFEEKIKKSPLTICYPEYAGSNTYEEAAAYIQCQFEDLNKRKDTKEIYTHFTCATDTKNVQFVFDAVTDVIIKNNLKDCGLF
KDM4E inh: JMJD2E (human) inhibition | B2RXH2 | Potency, µM (highest dose often 57.1 µM), for the others: at the top dose activity change, negative = inhibition, hits mostly inhibitors | 230,000 tested, 1.6% active | JMJD2E catalytic domain, FDH-coupled NADH fluorescence (FDH is formaldehyde dehydrogenase); active = well fitted inhibition curve with a large enough effect, not every such curve was filed as active; inconclusive = small, poorly fitted or top-dose-only effect, or another doubt; inactive = no such curve, though single readings can be large or run the other way;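 note: 0% = wells with enzyme and -100% = buffer wells without enzyme; nearly all actives have a fitted effect of over 50% in size; many of its hits are not listed in these tables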
Target sequence (B2RXH2 1-337 limits assumed): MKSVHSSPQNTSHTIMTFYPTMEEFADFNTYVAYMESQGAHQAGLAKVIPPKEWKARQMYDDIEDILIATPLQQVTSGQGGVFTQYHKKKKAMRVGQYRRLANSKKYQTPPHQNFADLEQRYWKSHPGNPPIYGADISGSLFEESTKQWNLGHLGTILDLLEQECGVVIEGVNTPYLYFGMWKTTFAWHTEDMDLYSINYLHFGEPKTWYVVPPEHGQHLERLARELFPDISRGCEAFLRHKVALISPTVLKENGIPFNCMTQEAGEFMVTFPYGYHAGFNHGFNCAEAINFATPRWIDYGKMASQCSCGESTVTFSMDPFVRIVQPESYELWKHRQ
Tau FP inhib: blocks human tau fibril formation measured by polarization | 280,000 tested, 0.39% active | AID 1468 | P10636 | K18 P301L tau heparin fibrillization, Alexa594 FP, 6 h | Potency, µM (highest dose often 57.7 µM), for inactives: top-dose activity, negative = inhibition, usual class: inhibitors; note: nearly all actives have a fitted effect of over 55% in size
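Compound effects on tau fibrillization are measured by Alexa 594 fluorescence polarization (ex 555, em 632 nm). K18 P301L tau is used at 15 uM with 0.24 uM labeled tracer, and 20 uM heparin induces aggregation over 6 hr at 37 C.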
RECQ1 helicase: RECQ1 (human) helicase inhibition. P46063. RECQ1 DNA unwinding, red fluorescence kinetic read. Potency, µM (titrated, usually from 57.3 µM), for the others: at the top dose activity, negative = inhibition, usual class: inhibitors. 240,000 tested, 0.54% active;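 note: plate controls were vehicle for no effect and no enzyme for full effect; nearly all actives have a fitted effect of over 30% in size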
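RECQ1T1 50 nM; forked duplex (20 bp + 30-nt ss tails) 200 nM, ATP 2 mM final; pH 8.0, 2 mM MgCl2, 2.5 ug/ml poly(dI-dC); 15 min compound preincubation; discontinuous kinetic read over 2 h at RT.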
L3MBTL1 inh: L3MBTL1 (human) inhibition; 230,000 tested, 0.66% active; Q9Y468; AID 485360; AlphaScreen L3MBTL1–H3K9me1 peptide binding; Potency, µM (top dose mostly 57.1 µM), for the others: at the top dose activity, negative = inhibition, hits mostly inhibitors; note: nearly all actives have a fitted effect of over 60% in size
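AlphaScreen proximity signal between nickel-chelate acceptor and streptavidin donor beads (final 10 ug/mL) reports binding of 50 nM L3MBTL1 to 75 nM biotin-H3 K9me1 peptide; complex incubated with compounds 30 min at room temperature; cefsulodin titration as control.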
The depositor's hits bear a star; i = inactive; u = inconclusive; x = not tested or not shown; [ ] = remark or other dose. Unless noted, calls come from the whole dose curve; as a rule, active = well fitted curve in the direction sought with a large enough effect; inconclusive = small, poorly fitted or top-dose-only effect, or another doubt; inactive = no such curve, though single readings can be large; an effect the other way counts as inactive or inconclusive. Unless noted, % is set by controls: 0 for no effect and ±100 for the full control effect; potency is the fitted concentration of half-maximal effect.

SMILES	Tau ThT inhib	TRb-SRC2 inh	TR SRC2 fluor cs	RGS12 GoLoco inh	KDM4E inh	Tau FP inhib	RECQ1 helicase	L3MBTL1 inh
COc1ccc(NC(=O)C2C3C=CC4(CN(Cc5cccnc5)C(=O)C24)O3)c(OC)c1 (centres undefined)	-10%	-8%	0%	-1%	-6%	10%	-10%	x
CCC(OC(C)=O)c1cc2c(cc1[N+](=O)[O-])OCCO2 (centres undefined)	3%	0%	-5%	10%	-6%	-3%	-7%	-5%
O=C(CN1C(=O)COc2ccc(S(=O)(=O)N3CCCC3)cc21)NCc1ccccn1	x	-2%	2%	-5%	2%	3%	0%	x
CCCCn1c(SCc2cccc([N+](=O)[O-])c2)nc2ccsc2c1=O	-10%	-10%	-1%	7%	-1%	-5%	-2%	-17%
COc1cc(-c2csc(CCn3nc(C)cc3C)n2)cc(OC)c1OC	u	-1%	1%	5%	-1%	-15%	8%	x
O=C(CN1C(=O)c2cccc3cccc1c23)NCc1ccccn1	3%	-15%	-1%	4%	u	-3%	i	-8%
O=c1c2ccccc2oc2ccccc12	u	-7%	-3%	-1%	u	-15%	-1%	x
O=S1(=O)CC(O)C(N(CCO)C(=S)Nc2ccccc2)C1 (centres undefined)	0%	-2%	-6%	-3%	4%	3%	i	0%
CCOC(=O)c1cnc2c(Cl)cc(Cl)cc2c1NCCOCCO	-12%	-13%	-1%	12%	u	u	4%	3%
N#CCSc1nnc2c(Cl)cc(Cl)cn12	-5%	5%	0%	-1%	0%	-9%	-6%	-2%
CCOC(=O)C1=C(C)N(C)C(=S)NC1c1ccc(Cl)cc1Cl (centres undefined)	-10%	-3%	0%	10%	1%	-10%	-5%	-4%
CCc1cc(SC#N)cc(C)c1NC(=O)CCl	7%	6%	-1%	2%	-3%	-3%	4%	-8%
CCOCCc1nn2c(=O)cc(COC(=O)c3ccc4c(c3)OCO4)nc2s1	u	4%	6%	x	x	-3%	x	x
Fc1ccc(-n2nnnc2-c2ccccc2Cl)cc1	5%	0%	-1%	10%	1%	-1%	1%	14%
Clc1ccc(-c2noc(CSc3nnc(Cc4cccs4)n3-c3ccccc3)n2)cc1	u	2%	-4%	6%	-6%	0%	-17%	x
CCCCN(CC)CCNC(=O)c1cn(-c2ccc(Cl)cc2)c(=O)c2ccccc12	-13%	-3%	-1%	13%	-20%	u	4%	x
COc1ccc(-c2nc(C#N)c(NCCCn3ccnc3)o2)cc1OC	-10%	-11%	-7%	2%	u	8%	-8%	x
COc1ccc(-c2csc(Cc3nnc4n3CCCCC4)n2)cc1OC	-6%	-8%	-2%	8%	-5%	-5%	i	2%
O=C(NCCCN1CCN(c2ccccc2F)CC1)Nc1ccc(F)cc1	-9%	11%	1%	-6%	-5%	2%	-2%	-2%
Cc1ccc(-n2nc(C)c3c(C)c(CCC(=O)NCc4ccc(Cl)cc4)c(C)nc32)cc1	14%	-4%	1%	x	x	-6%	x	x
COc1ccc(-c2cnc3nc[nH]c(=O)c3n2)cc1	19%	-16%	0%	7%	4%	2%	-5%	27%
CCCN1CCN(CCCNC(=O)c2ccc(CS(=O)c3ccc(OC)cc3)o2)CC1 (centres undefined)	7%	3%	-4%	x	x	-6%	x	x
CCOC(=O)CC(=O)CSc1ccc2nnc(-c3ccccc3)n2n1	-14%	7%	2%	5%	u	-4%	-5%	8%
Fc1cc(Br)ccc1Nc1c2c(nc3nc(-c4cccs4)nn13)CCCC2	-16%	4%	2%	x	x	4%	x	x
Cc1cc2c(cc1S(=O)(=O)Nc1cccc(Cl)c1C)n(C)c(=O)c(=O)n2C	9%	11%	-8%	x	x	4%	x	x
O=C(NC1CCCCC1)n1c(=O)oc2ccccc21	6%	-3%	-4%	4%	3%	-1%	-5%	-3%
COCCNC(=O)c1ccc2c(c1)N(Cc1c(F)cccc1Cl)C(=O)c1ccccc1S2	-4%	3%	0%	x	x	-1%	x	x
Cc1nn(Cc2ccccc2)c(Cl)c1C(=O)OCc1nnc(-c2ccccc2)o1	-11%	2%	0%	3%	-4%	12%	-16%	17%
Cc1ccc(C2C3=C(CC(C)(C)CC3=O)NC3=C2C(=O)CC(C)(C)C3)o1	2%	-13%	1%	8%	-13%	4%	-8%	-2%
OC(COCc1ccc2c(c1)OCO2)CN1CCC(Cc2ccccc2)CC1 (centres undefined)	1%	-3%	0%	2%	10%	0%	i	-8%
O=c1[nH]n(-c2ncnc3c2cnn3-c2ccccc2)c(=O)c2ccccc12	-11%	2%	-3%	-2%	0%	-9%	-6%	-2%
COC(=O)[C@@H]1CC[C@H](C)[C@@H](c2ccc(C)cc2)N1C(=O)c1ccc(/C=N\OCC[C@@H]2C=C[C@H](OC(C)=O)[C@H](COC(C)=O)O2)cc1	0%[11.5 µM]	3%[11.2 µM]	-18%[11.2 µM]	x	x	5%[11.6 µM]	i[11.5 µM]	x
O=S(=O)(c1ccc(Br)c2nsnc12)N1CCOCC1	7%	-9%	0%	8%	-9%	3%	-3%	14%
CC(C)(C)OC(=O)N1CCC[C@H]1c1nnc(SCc2ccccc2Cl)o1	4%	0%	-6%	-3%	-4%	1%	-2%	5%
Cc1ccc(-c2nc(N)sc2-c2ccccc2)cc1C	u	2%	2%	16%	5%	3%	-1%	-18%
Cc1ccccc1C(=O)NC(CC(C)C)C(=O)Nc1cccc(S(=O)(=O)N(C)C)c1 (centres undefined)	4%	-2%	-1%	7%	5%	-9%	i	-7%

Among those listed so far, 3 contain a cyano group.
SMILES	Tau ThT inhib	TRb-SRC2 inh	TR SRC2 fluor cs	RGS12 GoLoco inh	KDM4E inh	Tau FP inhib	RECQ1 helicase	L3MBTL1 inh
N#CCSc1nnc2c(Cl)cc(Cl)cn12	-5%	5%	0%	-1%	0%	-9%	-6%	-2%
CCc1cc(SC#N)cc(C)c1NC(=O)CCl	7%	6%	-1%	2%	-3%	-3%	4%	-8%
COc1ccc(-c2nc(C#N)c(NCCCn3ccnc3)o2)cc1OC	-10%	-11%	-7%	2%	u	8%	-8%	x

More compounds
SMILES	Tau ThT inhib	TRb-SRC2 inh	TR SRC2 fluor cs	RGS12 GoLoco inh	KDM4E inh	Tau FP inhib	RECQ1 helicase	L3MBTL1 inh
O=C1OC(Nc2ncccn2)c2ccccc21 (centres undefined)	-9%	-10%	0%	4%	6%	-4%	-11%	x
O=C(CN1C2CCC1CC(NC(=O)C1CC1)C2)NCc1ccccc1 (centres undefined)	-8%	2%	4%	-2%	10%	-6%	i	1%
CCN(CC)C(=O)CSc1nc(O)c(Cc2ccccc2)c(=O)n1-c1ccc(C)cc1	-14%	3%	-5%	-1%	0%	-7%	-4%	4%
CCOc1ccc(-n2c(SCC(=O)Nc3ccc4c(c3)OCO4)nc3c(c2=O)SCC3)cc1	-16%	-5%	-1%	-3%	4%	4%	-9%	-3%
Cc1cc(C)c(NS(=O)(=O)c2ccc(NC(=O)c3cccs3)cc2)c(C)c1	14%	-1%	2%	-4%	1%	u	-6%	6%
CCSc1nc2nn(-c3ccccc3)c(=O)c-2c2n1CCCCC2	u	-13%	-4%	1%	0%	10%	-10%	x
COc1ccc(/C=C(\C#N)C(=O)NCCc2ccccc2)cc1OCc1ccccc1	-3%	-4%[53 µM]	-2%[53 µM]	-3%	11%	-4%	-7%	36%[activator]
CCc1ccccc1NC(=O)Cc1ccc(-n2cccc2)cc1	2%	5%	-2%	18%	8%	-2%	u	-18%
Cn1nc(C(=O)Nc2nnc(C3CC3)s2)c2ccccc2c1=O	-8%	3%	-4%	-5%	-19%	-2%	-17%	x
Cc1cc(C)n2cc(CSCC(=O)O)nc2n1	-8%	-1%	6%	-8%	u	2%	4%	8%
COc1ccc(OCC(=O)N2CCN(S(=O)(=O)c3ccccc3[N+](=O)[O-])CC2)cc1	1%	0%	6%	8%	0%	-3%	19%	0%
COc1ccc(NC(=O)c2c(F)cccc2F)cc1S(=O)(=O)Nc1ccc(Br)cc1	14%	-4%[53 µM]	-1%[53 µM]	5%	-2%	-28%	2%	-9%
C/C(=N\O)c1c(O)cc(-c2ccccc2)n(-c2ccccc2)c1=O	-7%	4%	0%	6%	-9%	-2%	-2%	5%
O=C(C1=C[C@H](c2coc3ccccc3c2=O)C[C@H](OCCCCO)O1)N1CCN(Cc2ccccc2)CC1	-6%	-5%	-1%	-10%	-9%	11%	i	-1%
Clc1ccc(C(c2nnnn2C2CCCC2)N2CCSCC2)cc1 (centres undefined)	-5%	-1%	1%	-4%	3%	4%	i	-1%
CCOC(=O)C1CCCN(C(=O)c2cn(CC)c(=O)c3cc(OC)c(OC)cc23)C1 (centres undefined)	-7%	6%	2%	-5%	u	-7%	i	7%
CCOC(=O)Cc1csc(NC(=O)Cc2ccc([N+](=O)[O-])cc2)n1	0%	-3%	-1%	9%	16%	3%	0%	6%
c1ccc(OCc2nc3ccccc3[nH]2)cc1	-2%	11%	1%	-3%	2%	5%	i	-6%
COc1cc(C2C(C(=O)Nc3ccccc3OC)=C(C)Nc3ncnn32)ccc1O (centres undefined)	-7%	-6%	0%	-14%	-7%	7%	0%	x
O=P(O)(CCCCP(=O)(O)CCc1ccccc1)CCc1ccccc1	3%	8%	3%	6%	3%	7%	-9%	7%
Cc1ccc(-c2nc3ccccc3[nH]2)cc1NC(=S)NC(=O)c1ccccc1Br	-16%	-7%	-2%	16%	-2%	u	-9%	-6%
O=S(=O)(Cc1cc(Sc2ccc(Cl)cc2)nc(-c2ccccc2)n1)c1ccccc1	-7%	0%	1%	9%	2%	-15%	-3%	x
COc1ccc(OC)c(NC(=O)c2cnc3n(c2=O)CCS3)c1	-17%	-14%	-3%	6%	-12%	u	-12%	x
COc1ccc(C(=O)NCc2cccs2)cc1S(=O)(=O)N1CCOCC1	10%	-8%	-2%	-7%	8%	7%	2%	-15%
COc1ccc(N(C(=O)CCl)C(C)(C(=O)Nc2c(C)cccc2C)c2ccccn2)cc1 (centres undefined)	u	-2%	10%	61%[activator]	-1%	8%	-9%	4%

The list is partial; rates above refer to the full screens.
